Bioassay records deposited in PubChem by National Center for Advancing Translational Sciences (NCATS).
GLP1R inv ag: qHTS of GLP-1 Receptor Inverse Agonists (Inhibition Mode). Potency, µM (doses to about 38.3 µM), without a hit: top-dose activity change, negative = inhibition, most hits filed as inhibitors. HEK293 GLP-1R CRE-luciferase, luminescence, 24 h; GLP-1R form is constitutively active. actives 1.6% (n = 410,000). AID 624417, 2012; also: potency is read from the fitted curve at half-maximal effect; % is scaled to controls: 0 for no effect and ±100 for the full control effect; nearly all actives have a fitted effect of over 55% in size
Target sequence (P43220 whole entry, looked up): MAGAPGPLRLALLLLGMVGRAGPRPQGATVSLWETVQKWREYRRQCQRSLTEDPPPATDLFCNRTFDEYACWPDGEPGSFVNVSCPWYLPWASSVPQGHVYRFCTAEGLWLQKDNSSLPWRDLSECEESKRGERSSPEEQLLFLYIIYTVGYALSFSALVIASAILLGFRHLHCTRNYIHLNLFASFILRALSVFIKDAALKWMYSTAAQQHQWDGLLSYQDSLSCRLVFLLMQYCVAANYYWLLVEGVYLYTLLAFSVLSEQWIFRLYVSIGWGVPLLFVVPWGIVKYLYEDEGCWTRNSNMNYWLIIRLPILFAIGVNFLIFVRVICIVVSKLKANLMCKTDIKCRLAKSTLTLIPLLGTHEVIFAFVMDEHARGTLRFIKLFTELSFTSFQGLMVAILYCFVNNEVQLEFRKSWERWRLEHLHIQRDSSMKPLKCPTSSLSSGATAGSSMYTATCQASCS
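Seeding at 200 cells/uL, 12 h culture, 24 hr compound treatment, then luciferase reagent and a luminescence read; cells are HEK293 stably expressing a constitutively active GLP-1R plus cAMP-responsive luciferase.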
aSyn yeast inh: qHTS of alpha-syn Inhibitors; Yeast expressing alpha-synuclein, growth rescue, BacTiter-Glo, 24 h; Potency, µM (titrated, usually from 46.1 µM), without a hit: at the top dose growth rescue (activation), actives largely listed as activators; actives 0.14% (n = 370,000); also: potency is read from the fitted curve at half-maximal effect; % of control where 0% means no effect; nearly all actives have a fitted effect of over 65% in size
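Galactose-induced alpha-syn yeast (OD600=0.02, raffinose-pregrown) + pinned cpd, 24 hr, 30 deg C; growth by BacTiter-Glo luminescence. Growth restoration scores as activation.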
DRD3 agonist: qHTS of D3 Dopamine Receptor Agonist: qHTS; D(3) dopamine receptor (Homo sapiens), P35462; D3R DiscoveRx beta-arrestin cells, luminescence, 90 min; max activation, %; actives 0.58% (n = 410,000); AID 652048, 2013; in the data active = max activation above about 30%; also: 0% is about no effect; mostly tested at two doses, the higher about 12 µM
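Agonist-mode cell screen: cells plated at 1500/well and incubated overnight at 37 °C, then exposed to library compounds for 90 min at 37 °C. Detection reagent was added for 30–60 min at room temperature, and luminescence was read.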
PTHR1 ag: qHTS for PTHR1 Agonists: Primary Screen; Parathyroid hormone/parathyroid hormone-related peptide receptor (Homo sapiens), Q03431; HEK293 GP2 PTHR1 cells, GloSensor cAMP luminescence, 1 h; Potency, µM (series often up to 115 µM), for inactives: at the top dose activation, most hits filed as activators; actives 0.075% (n = 410,000); also: potency is read from the fitted curve at half-maximal effect; nearly all actives have a fitted effect of over 55% in size; some results filed as inactive show a strong effect at the top dose; inactives centre near -15; many of its hits are not listed in these tables
Target sequence (Q03431 whole entry, looked up): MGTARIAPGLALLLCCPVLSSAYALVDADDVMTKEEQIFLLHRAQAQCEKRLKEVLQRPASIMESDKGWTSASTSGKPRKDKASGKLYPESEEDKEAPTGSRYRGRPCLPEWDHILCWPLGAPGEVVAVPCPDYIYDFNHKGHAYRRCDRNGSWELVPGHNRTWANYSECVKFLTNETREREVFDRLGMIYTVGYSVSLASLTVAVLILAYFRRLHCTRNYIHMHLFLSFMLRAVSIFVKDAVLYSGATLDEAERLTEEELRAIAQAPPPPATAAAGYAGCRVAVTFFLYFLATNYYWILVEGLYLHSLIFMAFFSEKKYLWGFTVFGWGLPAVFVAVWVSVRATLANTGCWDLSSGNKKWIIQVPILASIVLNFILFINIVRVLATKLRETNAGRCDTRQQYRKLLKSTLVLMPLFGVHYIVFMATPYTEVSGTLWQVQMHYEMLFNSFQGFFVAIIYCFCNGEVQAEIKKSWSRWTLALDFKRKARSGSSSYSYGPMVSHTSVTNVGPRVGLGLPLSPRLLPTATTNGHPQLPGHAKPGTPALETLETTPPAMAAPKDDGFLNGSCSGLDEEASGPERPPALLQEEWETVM
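HEK-293-derived GP2 cells expressing PTHR1 and a GloSensor cAMP reporter, 3,000/well, plated overnight, given luciferin plus IBMX (each 0.5 mM as added) for 1 h at 37 °C, then compound for 1 h at 37 °C. Luminescence was read after 15 min at room temperature.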
HEK293 tox: qHTS of GLP-1 Receptor Inverse Agonists: Cytotox Screen. AID 624418, 2012. actives 0.13% (n = 410,000). Potency, µM (doses to about 38.3 µM), without a hit: at the top dose activity change, negative = inhibition, hits mostly inhibitors. HEK293 cAMP-luciferase reporter cells, luminescence, 24 h;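 also: loss of luciferase light is scored as toxicity; potency is read from the fitted curve at half-maximal effect; % is scaled to controls: 0 for no effect and ±100 for the full control effect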
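Here, cytotoxicity is scored as loss of luminescence. The MLSMR collection was tested on cells seeded in medium containing 10% Nu serum, with a 24 hr compound exposure preceded by 12 hours of culture.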
DRD3 antagonist: qHTS of D3 Dopamine Receptor Antagonist: qHTS; D(3) dopamine receptor (Homo sapiens), P35462; D3R cells, DiscoveRx beta-arrestin luminescence, antagonist mode; stronger effect = lower value; max response, negative = inhibition, %; actives 2.5% (n = 360,000); AID 652054, 2013; in the data active = max response below about -50%; inconclusive = no clear call, values can overlap the other calls; also: % is scaled to controls: 0 for no effect and ±100 for the full control effect; mostly tested at two doses, the higher about 12 µM
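Cells plated overnight at 1500 cells/well, then exposed to library compounds with dopamine controls for 90 minutes at 37 degrees C. DiscoveRx reagent added for 30–60 minutes at room temperature; luminescence read, quantitative HTS format.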
GLP-1R agonist: qHTS of GLP-1 Receptor Agonists; Glucagon-like peptide 1 receptor (Homo sapiens), P43220; HEK293 GLP-1R CRE-luciferase, luminescence, 4-6 h; cells express a hypersensitive GLP-1R form; Potency, µM (series often up to 45.6 µM), for the others: at the highest dose activation, actives largely listed as activators; actives 0.007% (n = 380,000); AID 624172, 2012; also: potency is read from the fitted curve at half-maximal effect; % of control where 0% means no effect
TDP-43 yeast inh: qHTS of TDP-43 Inhibitors; TDP-43 expressing yeast growth rescue, BacTiter-Glo, 24 h; Potency, µM (titrated, usually from 46.1 µM), inactives show top-dose growth rescue (activation), hits mostly activators; actives 1.8% (n = 410,000); also: potency is read from the fitted curve at half-maximal effect; % of control where 0% means no effect; nearly all actives have a fitted effect of over 50% in size
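Luminescence from BacTiter-Glo reports growth of TDP-43-expressing yeast after 24 hr at 30 deg C with compound. Cells were raffinose-pregrown to mid-log, then seeded in galactose medium at OD600=0.02.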
KB-V1 cytotox: qHTS assay for MDR1-selective chemotherapeutics: Primary screen using the drug-selected MDR subline cells KB-V1; KB-V1 MDR cells viability, CellTiter-Glo, 72 h; Potency, µM (top dose mostly 46.1 µM), inactives show top-dose activity change, negative = cytotoxicity, actives largely listed as cytotoxic; actives 3.4% (n = 400,000); also: potency is read from the fitted curve at half-maximal effect; % is scaled to controls: 0 for no effect and ±100 for the full control effect; nearly all actives have a fitted effect of over 60% in size
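Following 72 h at 37 degrees C with compound, KB-V1 cell viability was read by CellTiter-Glo luminescence, medium being phenol-red-free DMEM plus 10% FBS; concentration-response parameters came from normalized, curve-fitted qHTS data.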
Starred values were filed as active, the others as inactive; i = inactive; ? = inconclusive; . = not tested or not shown; [ ] = dose if it differs, or a comment. Unless noted, calls follow the shape of the dose curve; as a rule, active = well fitted curve in the direction sought with a large enough effect; inconclusive = small, poorly fitted or top-dose-only effect, or another doubt; inactive = no such curve, though single readings can be large; an effect the other way counts as inactive or inconclusive.

SMILES	GLP1R inv ag	aSyn yeast inh	DRD3 agonist	PTHR1 ag	HEK293 tox	DRD3 antagonist	GLP-1R agonist	TDP-43 yeast inh	KB-V1 cytotox
O=C(CN1C(=O)COc2ccc(S(=O)(=O)N3CCCC3)cc21)N1CCN(c2cccc(C(F)(F)F)c2)CC1	2.6%	?	0.3	-24.7%	-5.4%	.	-5.3%	12.3%	?
CCCCCc1nc2sc3c(c2c(=O)n1N)CCC3	1.4%	2.0%	7.6	-18.0%[57.5 µM]	-1.0%	15.5	2.6%	9.9%	-24.5%
O=C(Nc1cccnc1)c1cc2c(ccc3ccccc32)o1	0.0%	5.8%	-1.4	-28.1%[57.5 µM]	-21.6%	?	0.1%	?	13µM*
Cc1cc(O)c(C(c2ccccc2)N2CCN(c3ccccc3)CC2)c(=O)n1Cc1ccco1 (stereo not drawn)	?	.	-13.9	-11.9%	2.7%	.	.	19.8%	21.2%
COc1ccc(OC)c(NC(=O)c2cc3cc(C)ccc3n2C)c1	-1.4%	.	19.8	-22.2%	6.0%	.	.	23.7%[9.22 µM]	0.0%
CCN1C(=O)c2ccc(C(=O)Nc3ccc(O)cc3C)cc2C1=O	20.0%	8.5%	2.5	-5.6%	-4.5%	5.7	7.1%	-10.7%	-5.6%
CCN(C(=O)COC(=O)CNC(=O)c1ccc(C)c(C)c1)C1CCS(=O)(=O)C1 (stereo not drawn)	0.4%	0.8%	0.8	i	-6.7%	0.0	-1.5%	6.6%	-0.4%
Cc1cc(NC(=O)CSc2nnc(C3CC3)n2C)no1	5.8%	-4.0%	3.2	i	1.7%	-8.1	2.7%	26.1%	1.6%
O=C(O)c1cc(O)ccc1N=Nc1ccccc1	7.2%	-0.1%	-3.1	-21.1%	-22.9%	-20.5	-5.9%	-8.5%	5.4%
CCc1cccc(C)c1NC(=O)CN1C(=O)NC(C)(CCC(C)C)C1=O (stereo not drawn)	-23.4%	-2.1%	-2.1	-13.2%	1.9%	4.7	18.0%	-11.7%	4.2%
Cn1c(=O)c2[nH]c(C3CC=CCC3)nc2n(C)c1=O (stereo not drawn)	6.7%	2.3%	9.6	i	3.9%	-4.5	0.7%	5.8%	0.0%
COc1ccc(C(=O)CN2C(=O)c3ccccc3C2=O)cc1	-7.3%	2.6%	2.7	-12.5%	-2.8%	12.5	2.6%	-8.7%	0.0%
CN(CC(=O)Nc1ccc(F)cc1)C(=O)C1Cc2ccccc2CN1S(C)(=O)=O (stereo not drawn)	13.5%	9.2%	-3.4	i	3.9%	19.6	15.1%	13.4%	-3.5%
N#C/C(C(=O)N1CCOCC1)=C1/SC(Cc2ccc(F)cc2)C(=O)N1c1ccccc1 (stereo not drawn)	-12.8%	0.2%	-6.6	i	0.6%	4.1	2.0%	-2.5%	-18.5%
Cn1nc(C(=O)OCC(=O)N(Cc2ccccc2)C(C)(C)C)c2ccccc2c1=O	-14.7%	20.5%	4.2	-32.8%[inhibitor]	-1.7%	18.7	1.3%	13.0%	?
O=S(=O)(Nc1ccc2ccccc2n1)c1ccccc1	21.9%	-6.8%	9.8	-5.9%	-5.4%	24.9	-1.7%	-16.4%	-2.6%
COc1ccc2[nH]c3c(c2c1)CCN1C(=O)C(CC(=O)NCc2ccc(OC)c(OC)c2)C[C@H](C(=O)N2CCOCC2)[C@@]31CCC1CCCC1 (stereo partly drawn)	-15.5%	-11.1%	12.7	i	7.1%	-18.5	-0.1%	16.5%	12.4%
COc1cccc(N(C(=O)c2ccco2)C(C(=O)NC2CCCC2)c2ccc(N(C)C)cc2)c1 (stereo not drawn)	?	3.9%	2.0	-4.3%[57.5 µM]	-22.8%	23.5	-10.9%	3.9%	-17.1%
CCc1nc2nc(C)c(NS(=O)(=O)c3ccc(CC(C)C)cc3)c(=O)n2[nH]1	0.2%	2.6%	-11.8	-19.2%	-15.8%	-12.2	8.2%	-4.9%	12.2%
CC(C)NC(=S)N/N=C1\CCCc2ccccc21	?	1.3%	1.8	-24.5%	?	11.7	6.1%	0.0%	24.8%
C#CCN(C(=O)c1cc(COc2cccc(C(F)(F)F)c2)on1)C1CCCCC1	?	-12.1%	-4.5	-28.5%	6.7%	6.2	1.4%	9.2%	?
CC(C)C[C@H]1CNC(=S)N1C[C@H]1CCCN1C[C@H](Cc1ccc(O)cc1)N1C[C@H](Cc2ccc(O)cc2)N(CCc2ccccc2)C1=S	?	-7.6%	-12.8	-15.3%	-29.1%	?	-3.2%	?	-21.1%
Cc1ccc(-c2nc3ccc(C)cn3c2CC2CCCCC2)cc1	-3.3%	?	2.1	-48.2%[inhibitor]	6.5%	3.9	-0.3%	4.5%	?
Cc1nn2c(C)c(C(=O)NCc3cccc(Br)c3)cnc2c1-c1ccccc1	-23.6%	.	7.4	-2.5%	-5.1%	.	.	5.9%	9.8%
CC(C)c1nnc(NC(=O)c2ccc(S(=O)(=O)N3CCOCC3)cc2)s1	14.2%	2.9%	-8.1	-20.0%	1.2%	-2.6	-4.9%	0.0%	17.9%
CN1CCN(S(=O)(=O)c2ccc(NC(=O)Nc3cccc(Cl)c3)cc2)CC1	?	-4.0%	-1.9	-31.8%[inhibitor][57.5 µM]	-29.7%	16.3	-11.9%	9.2%	-0.1%
CCC(=O)NCCc1nc2ccccc2n1CC	7.1%	-3.3%	-7.4	-16.1%	-0.3%	6.0	8.4%	4.1%	3.5%
COc1ccc(Cl)cc1NC(=O)C1CCN(C(=O)C2CC(=O)N(c3ccc(C)cc3)C2)CC1 (stereo not drawn)	-4.6%	11.4%	-22.8	0.1%	0.0%	3.3	12.0%	0.5%	-7.5%
O=C(O)CCCCCNC(=O)c1cccc(Br)c1	8.2%	2.9%	-13.1	-7.1%[57.5 µM]	1.9%	9.2	4.0%	17.1%	4.8%
CCOC(=O)C1CCN(C(=O)COC(=O)c2ccc(=O)n(Cc3ccccc3)n2)CC1	11.9%	-0.8%	4.3	i	2.6%	11.9	-8.0%	0.0%	28.3%
CC(C)(C)C1COc2ccccc2N1C(=O)c1ccccc1Cl (stereo not drawn)	8.91µM*	2.6%	2.7	-21.5%	-10.2%	-7.0	2.4%	20.7%	-1.8%
COC(=O)C1=C(SC)N(c2ccccc2)C(c2ccccc2)CC1=O (stereo not drawn)	-5.3%	-2.1%	-16.7	-22.3%	4.4%[1.53 µM]	-0.2	1.8%	-2.0%	?
COc1cccc(NC(=O)Nc2nnc(N3C(C)CCCC3C)s2)c1 (stereo not drawn)	5.7%	-2.5%	7.4	i	5.0%	6.5	5.3%	-0.4%	-6.4%
CC(=O)Nc1ccc(C(=O)N2CCCCC2c2cc(C(=O)Nc3ccccc3Cl)no2)cc1 (stereo not drawn)	-10.2%	2.5%	11.6	-11.4%	-3.0%	8.4	17.2%	0.0%	-3.5%
CC(=O)CCc1ccc(OCCCOc2cccc3cccnc23)cc1	1.7%	13.8%	1.7	-26.3%	-14.7%	61.2	?	9.9%	?
Cc1ccc(C(O)(C(=O)NNc2ccccn2)c2ccc(C)cc2)cc1	32.8%[activator]	-0.4%	0.1	-2.7%	-2.6%	-7.1	4.1%	27.8%	-27.0%
O=C(CCC1CCCN(C(=O)COc2ccccc2)C1)N1CCN(c2ccccn2)CC1 (stereo not drawn)	-7.5%	-6.2%	3.9	-34.9%[inhibitor]	-12.4%	27.5	-4.5%	4.3%	-18.6%
CCOc1cccc(-c2c(C(=O)N/N=C(\C)c3cccs3)nnn2-c2nonc2N)c1	?	-1.8%	0.4	-13.1%	-22.1%	13.1	12.8%	17.7%	0.9%
O=C(OCC(=O)N1CCN(c2ccccc2)CC1)c1ccc(O)cc1O	-6.0%	-7.9%	-15.3	-11.2%	-3.7%	5.9	5.6%	-6.8%	-7.4%
Cn1c(CC(=O)Nc2ccc(Cl)c(Cl)c2)nnc1SCC(=O)NCc1ccccc1	2.4%	-0.3%	-7.4	9.5%	0.6%	-22.6	1.7%	-12.5%	15.8%
CCC1CC(=O)CCN1S(=O)(=O)c1ccc(C)cc1 (stereo not drawn)	3.5%	-2.2%	10.3	-9.8%	6.1%	15.2	3.7%	?	0.0%
CC(C(=O)Nc1ccc(C#N)cc1)N(C)CC(=O)N(C)c1c(N)n(Cc2ccccc2)c(=O)[nH]c1=O (stereo not drawn)	3.1%	-16.1%	1.6	-10.3%	3.5%	21.1	4.8%	-19.8%	0.3%

Whole records as entered above. Order of screens: GLP1R inv ag	aSyn yeast inh	DRD3 agonist	PTHR1 ag	HEK293 tox	DRD3 antagonist	GLP-1R agonist	TDP-43 yeast inh	KB-V1 cytotox
Entry for Cn1c(CC(=O)Nc2ccc(Cl)c(Cl)c2)nnc1SCC(=O)NCc1ccccc1 = 2.4%	-0.3%	-7.4	9.5%	0.6%	-22.6	1.7%	-12.5%	15.8%
Entry for CCOc1cccc(-c2c(C(=O)N/N=C(\C)c3cccs3)nnn2-c2nonc2N)c1 = ?	-1.8%	0.4	-13.1%	-22.1%	13.1	12.8%	17.7%	0.9%
Entry for CC(=O)Nc1ccc(C(=O)N2CCCCC2c2cc(C(=O)Nc3ccccc3Cl)no2)cc1 (stereo not drawn) = -10.2%	2.5%	11.6	-11.4%	-3.0%	8.4	17.2%	0.0%	-3.5%
Entry for O=C(CCC1CCCN(C(=O)COc2ccccc2)C1)N1CCN(c2ccccn2)CC1 (stereo not drawn) = -7.5%	-6.2%	3.9	-34.9%[inhibitor]	-12.4%	27.5	-4.5%	4.3%	-18.6%

Not all compounds are listed. The share of hits here may be higher or lower than overall.
